MITF act: increases MITF-driven TRPM1 promoter luciferase signal; SK-MEL-5 TRPM1-promoter luciferase, 24 h; % of positive control, neutral wells = 0; activation, % at 12.5 µM; 300,000 compounds, 0.75% hits;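 active = mean activation of at least 80% with every replicate also reaching 80%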;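 note: 0% = neutral control wells and 100% = parthenolide positive control wells; values of inactives mirror those of a sister screen read the other way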
Arr AP2 block: inhibitors of human beta-arrestin and AP2 interaction | FITC-arrestin peptide / GST-AP2 beads, flow cytometry; AP2 beta2 appendage carries R879A mutation | inhibition, % at 10 µM | 340,000 compounds, 0.31% hits | AID 504490;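 active = inhibition above a set limit, near 3 SD of compounds lacking own fluorescence, cut at about 54% in these data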;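 note: plate controls were DMSO wells for no effect and 5 µM unlabelled arrestin peptide for full effect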
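test system = AP2 appendage R879A on GSH beads | buffer or medium = PBS plus Tween 20 (0.05%) and BSA (0.1%) | incubation = 12 min plus 1 h, RT | detection = bead flow cytometry, FITC channel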
CDK5 p35 inh: inhibitors of human CDK5/p35 kinase. Q00535+Q15078. Recombinant CDK5/p35, ADP-Glo luminescence, 60 min. inhibition, % at 10 µM. 330,000 compounds, 0.01% hits. AID 488839;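 active = highest replicate inhibition of at least 50% and at least 75% of replicates reaching 50%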;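 note: plate controls were DMSO neutral control for no effect and GW8510 at 10 µM for full effect; many of its hits are not listed in these tables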
Target sequence (Q00535 whole entry, looked up): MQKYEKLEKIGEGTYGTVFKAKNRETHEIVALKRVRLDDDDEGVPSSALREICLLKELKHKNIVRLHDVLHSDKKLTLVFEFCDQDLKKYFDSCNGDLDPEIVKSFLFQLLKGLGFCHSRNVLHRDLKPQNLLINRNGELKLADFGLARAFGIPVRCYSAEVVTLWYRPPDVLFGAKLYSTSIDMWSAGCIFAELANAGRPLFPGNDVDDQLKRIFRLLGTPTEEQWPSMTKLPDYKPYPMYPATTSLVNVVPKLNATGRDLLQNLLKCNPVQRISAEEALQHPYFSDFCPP
Target sequence (Q15078 whole entry, looked up): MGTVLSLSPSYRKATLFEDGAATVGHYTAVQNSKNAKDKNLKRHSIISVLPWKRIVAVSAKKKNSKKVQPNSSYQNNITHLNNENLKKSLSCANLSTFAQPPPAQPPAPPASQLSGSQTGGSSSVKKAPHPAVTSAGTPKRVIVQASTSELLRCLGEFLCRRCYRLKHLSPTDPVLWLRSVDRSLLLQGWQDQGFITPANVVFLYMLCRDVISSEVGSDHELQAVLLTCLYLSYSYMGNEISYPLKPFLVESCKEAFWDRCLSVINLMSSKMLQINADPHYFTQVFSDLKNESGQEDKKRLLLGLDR
DSG3 Ab inh: blocks pemphigus antibody binding to human desmoglein-3; P32926; DSG3-coupled beads, scFv-anti-DSG3-GFP binding, flow cytometry; stronger effect = lower value; binding (percent of control), % at 10 µM; 310,000 compounds, 0.48% hits; AID 588358;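 active = binding more than 3 SD below its plate's average and above zero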; note: some compounds called inactive have numbers as strong as hits
SR-BI DiI inh: inhibitors of mouse SR-BI mediated HDL lipid uptake; Q61009; ldlA[mSR-BI] CHO cells, DiI-HDL uptake fluorescence, 3 h; inhibition, % at 12.5 µM; 320,000 compounds, 0.96% hits; AID 488896;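 active = mean replicate inhibition of at least 70% and a set share of replicates each scoring 70 or more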;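 note: 0% = median of neutral control wells and 100% = median of positive control wells; values of inactives mirror those of a sister screen read the other way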
PKA-R2B act: activators of human PKA-R2B complex. P22694+P31323. PKA-R2B holoenzyme dissociation, Cy5-IP20 fluorescence polarization; R2B truncated from residue 108, S112A mutant; 0% DMSO only, 100% 113 µM cGMP. activation, % at 11.4 µM. 340,000 compounds, 0.079% hits. AID 504700;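 active = activation above a cutoff set at the mean over all compounds plus 3 SD, cut at about 18% in these data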;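 note: higher means more holoenzyme dissociation and a rise in polarization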
Mot1-301 SUMO: inhibitors of SUMOylation pathway: yeast Mot1-301 growth rescue. AID 2716. 320,000 compounds, 1% hits. S. cerevisiae Mot1-301 growth rescue, ATP luminescence, 38.5C; percent above DMSO median, 100 means doubled. growth rescue, % at 18.8 µM;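 active = every valid replicate shows activation above 250% relative to neutral control wells; inactive = the rest, any valid replicate at or below 250%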;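 note: OY570 slx delta 5 strain wells were the positive control but not used for scaling; some compounds called inactive have numbers as strong as hits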
dFosB act: activators of mouse delta FosB homodimer; 340,000 compounds, 0.99% hits; purified delta FosB, TAMRA-CDK5 oligo fluorescence polarization; percent of positive-control signal above neutral wells; activation, % at 25 µM;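 active = mean activation above about 17%, with every replicate also reaching it, limit read from the data, passing the limit was not always enough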;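 note: fluorescence polarization rise as delta FosB binds a TAMRA Cdk5 AP-1 oligo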
Target sequence (P13346 whole entry, looked up): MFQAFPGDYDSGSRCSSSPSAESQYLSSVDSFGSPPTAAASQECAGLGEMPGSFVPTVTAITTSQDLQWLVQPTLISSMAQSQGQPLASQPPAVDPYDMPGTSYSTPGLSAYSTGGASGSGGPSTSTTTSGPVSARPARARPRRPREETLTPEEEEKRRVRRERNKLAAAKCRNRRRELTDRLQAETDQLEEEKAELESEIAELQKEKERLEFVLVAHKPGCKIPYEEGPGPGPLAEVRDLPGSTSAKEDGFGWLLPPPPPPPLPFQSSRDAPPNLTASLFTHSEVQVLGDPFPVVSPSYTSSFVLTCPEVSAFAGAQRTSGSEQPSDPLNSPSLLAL
NSD2 inh: blocks human histone methyltransferase NSD2. O96028. NSD2 peptide methylation, AlphaScreen, 120 min. inhibition, % at 12.5 µM. 310,000 compounds, 0.54% hits; in the data active = inhibition above about 50%
SR-BI DiI-HDL act: activators of SR-BI mediated HDL lipid uptake; AID 504775; 320,000 compounds, 0.096% hits; activation, % at 12.5 µM; CHO ldlA[mSR-BI] cells, DiI-HDL uptake fluorescence, 3 h; 100 = double the neutral-control signal;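 active = mean replicate activation of at least 60% and every replicate at or above 60%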;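 note: 0% = median plate neutral-control signal and 100% = twice that signal; values of inactives mirror those of a sister screen read the other way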
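Assay system: LDL receptor-deficient CHO ldlA cells overexpressing murine SR-BI / Medium: BSA-supplemented, HEPES-buffered Ham's F12, pH 7.4 / Probe or stimulus: DiI-labelled HDL at 10 µg/mL final / Timing: compound with DiI-HDL co-incubation, 3 h at 37 °C / Technique: bottom-read cell fluorescence after medium removal, ex 550/em 595 nm / Measure: HDL uptake via cellular fluorescence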
PKA-R1A activ: activates the PKA-R1A holoenzyme complex. P00514+P68181. PKA-R1A dissociation, Cy5-IP20 fluorescence polarization; scaled: DMSO 0%, 113 µM cGMP 100%. activation, % at 11.4 µM. 340,000 compounds, 0.083% hits. AID 504707;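 active = percent activation above the mean of all tested compounds plus 3 SD, cut at about 19% in these data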;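 note: higher means more PKAc released from R1A so a rise in polarization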
Numbers without * were called inactive; i = inactive; x = not tested or not shown.

Order of results – MITF act, Arr AP2 block, CDK5 p35 inh, DSG3 Ab inh, SR-BI DiI inh, PKA-R2B act, Mot1-301 SUMO, dFosB act, NSD2 inh, SR-BI DiI-HDL act, PKA-R1A activ
- Cc1c(NC(=O)CSc2nnc(COc3ccccc3)n2-c2ccccc2)c(=O)n(-c2ccccc2)n1C
 : -10, -10, -1.4, 104, -2, -8, -22, -6, 0, 2, 2
- CCn1cc(C(=O)Nc2ccc(F)c(F)c2)cn1
 : 22, 12, 0.9, 96, 10, 7, -23, -6, -4, -10, -4
- O=C(COC(=O)c1ccccc1[N+](=O)[O-])NCCCc1ccccc1
 : 20, 11, 2.2, 100, x, 4, 11, 0, 1, x, -4
- CC1Oc2cc3oc4c(O)c(O)ccc4c(=O)c3c(O)c2C1(C)C (stereo not drawn)
 : 61, 0, 0.7, 99, 69, -10, -18, -15, x, -69, -9
- COc1cc(C(=O)OCn2nnc3ccccc3c2=O)cc(OC)c1OC
 : -5, 2, 0.1, x, 4, -17, 127, -11, -1, -4, -4
- S=C(Nc1ccc(Cc2ccncc2)cc1)Nc1cccc(Cl)c1
 : 3, -38, 1.9, 105, -3, -1, 366, -10, x, 3, 8
- COC(=O)c1sc2ccccc2c1-n1cccc1C(=O)C(=O)Nc1ccc(F)cc1
 : x, 0, 0.3, x, 46, -9, -14, -4, 0, -46, 7
- CCc1c(C)nc(SC(C(=O)O)c2ccccc2)c(C#N)c1C (stereo not drawn)
 : 6, 6, 1.0, 116, -7, 9, 9, -2, -1, 7, 4
- CCCCn1c(SCC(N)=O)nc2c(sc3ccccc32)c1=O
 : x, 33, -0.9, x, -9, 7, -1, 7, -3, 9, -1
- Cc1ccc(S(=O)(=O)/N=C2/NC(=O)/C(=C\c3cc(Br)cc(Br)c3O)S2)cc1
 : -9, -14, -15, 112, -13, -3, 20, -7, 109*, 13, -6
- N#Cc1nc(COc2ccccc2)oc1N1CCN(Cc2ccccc2)CC1
 : -11, -1, -0.2, 95, -8, 0, 1, -11, 3, 8, -9
- Cc1cccc(NC(=O)[C@@H]2CCCN2C2=NS(=O)(=O)c3ccccc32)c1C
 : x, 1, 0.7, 113, -11, 12, -2, 14, -3, 11, -19
- COc1ccc(C(=O)CCC(=O)Nc2ccc(N3CCCCC3)cc2)cc1OC
 : 4, 14, -1.5, 97, 26, -6, 146, -10, 7, -26, 4
- CCOCCCNC(=O)Cc1cc(=O)[nH]c(=O)[nH]1
 : -4, 6, 0.5, 107, -23, 5, -18, -4, x, 23, 1
- COc1ccc(NC(=O)CN2C(=O)C(c3ccccc3)=NC23CCCCCC3)cc1OC
 : -2, 5, -0.2, 98, 5, -14, 7, -12, 0, -5, -10
- CCC(C(=O)OC)n1cnc2scc(-c3ccc(C)cc3)c2c1=O (stereo not drawn)
 : 0, -1, 1.2, 87, 64, 9, -14, -6, 25, -64, -15
- CC(=O)NS(=O)(=O)c1ccc(NC(=O)C2C3C=CC(C3)C2C(=O)O)cc1 (stereo not drawn)
 : -13, -7, 0.8, x, -2, -8, -21, 4, -1, 2, -6
- CCN1CCN(c2ccc(NC(=O)c3cccc(F)c3)cc2Cl)CC1
 : 128*, -29, -0.5, 99, 7, -2, 13, 3, 6, -7, 4
- CSCCC(=O)N1C(C)CCCC1C(=O)O (stereo not drawn)
 : 3, 4, -0.2, 105, -18, -8, 0, -6, -1, x, 8
- Cn1c(=O)[nH]c(=O)c2c1nc(N1CCC(Cc3ccccc3)CC1)n2Cc1ccccc1
 : -12, 5, 0.6, 97, 18, -7, 100, -2, x, -18, -3

Part of the list above, as labelled records:
N#Cc1nc(COc2ccccc2)oc1N1CCN(Cc2ccccc2)CC1
  MITF act: -11
  Arr AP2 block: -1
  CDK5 p35 inh: -0.2
  DSG3 Ab inh: 95
  SR-BI DiI inh: -8
  PKA-R2B act: 0
  Mot1-301 SUMO: 1
  dFosB act: -11
  NSD2 inh: 3
  SR-BI DiI-HDL act: 8
  PKA-R1A activ: -9

Cc1cccc(NC(=O)[C@@H]2CCCN2C2=NS(=O)(=O)c3ccccc32)c1C
  MITF act: x
  Arr AP2 block: 1
  CDK5 p35 inh: 0.7
  DSG3 Ab inh: 113
  SR-BI DiI inh: -11
  PKA-R2B act: 12
  Mot1-301 SUMO: -2
  dFosB act: 14
  NSD2 inh: -3
  SR-BI DiI-HDL act: 11
  PKA-R1A activ: -19

COc1ccc(C(=O)CCC(=O)Nc2ccc(N3CCCCC3)cc2)cc1OC
  MITF act: 4
  Arr AP2 block: 14
  CDK5 p35 inh: -1.5
  DSG3 Ab inh: 97
  SR-BI DiI inh: 26
  PKA-R2B act: -6
  Mot1-301 SUMO: 146
  dFosB act: -10
  NSD2 inh: 7
  SR-BI DiI-HDL act: -26
  PKA-R1A activ: 4

CCOCCCNC(=O)Cc1cc(=O)[nH]c(=O)[nH]1
  MITF act: -4
  Arr AP2 block: 6
  CDK5 p35 inh: 0.5
  DSG3 Ab inh: 107
  SR-BI DiI inh: -23
  PKA-R2B act: 5
  Mot1-301 SUMO: -18
  dFosB act: -4
  NSD2 inh: x
  SR-BI DiI-HDL act: 23
  PKA-R1A activ: 1

Next part:
Order of results – MITF act, Arr AP2 block, CDK5 p35 inh, DSG3 Ab inh, SR-BI DiI inh, PKA-R2B act, Mot1-301 SUMO, dFosB act, NSD2 inh, SR-BI DiI-HDL act, PKA-R1A activ
- COc1ccc(C2CC(c3ccc4ccccc4c3)=NN2C(=O)CNC2CCCCC2)cc1 (stereo not drawn)
 : 0, 29, 0.3, 107, 5, 1, 39, 7, -5, -5, -6
- S=c1[nH]nc(-c2ccc(Cl)cc2)n1-c1ccc2c(c1)OCCO2
 : 8, 11, 5.3, 80, 0, -5, 1, -12, 3, 0, -6
- COc1ccc(C(CC(=O)N2CCCC(C)C2)c2c(OC)cc(OC)c3c(-c4ccccc4)cc(=O)oc23)cc1 (stereo not drawn)
 : -4, -4, -0.5, 102, -3, -6, -10, -21, x, 3, -11
- O=C(NCc1ccc(Cl)cc1)c1ccc(CNc2c(N3CCOCC3)c(=O)c2=O)cc1
 : 2, -6, -1.9, 93, 5, 10, -7, -2, 0, -5, 4
- CC(C)c1ccc(NC2CCCN(C(=O)c3cc(C(C)C)nc(N)n3)C2)cc1 (stereo not drawn)
 : -9, 6, x, 96, -12, -5, -2, -7, 6, 12, 2
- COCCNC(=O)C(c1ccc(C)o1)N(Cc1cccs1)C(=O)c1snc(C(N)=O)c1N (stereo not drawn)
 : -3, -7, -24, 103, -5, -5, -18, -8, -1, 5, -11
- CC(C)(C)c1cc(N)on1
 : 7, 20, -0.1, 84, -20, 0, -7, 1, 0, 20, -9
- Cc1ccc(S(=O)(=O)N(CC(=O)NC2CCCC2)c2cccc(C)c2)cc1
 : 5, -6, -2.5, 128, 7, -6, -6, -9, -1, -7, -7
- COCCn1c(SCC(=O)N2CCOCC2)nc2ccccc2c1=O
 : -1, -6, 1.8, x, -20, -9, 46, -5, -2, 20, 0
- COC(CNC(=O)c1ccc2c(c1)ncn2-c1ccc(F)c(F)c1)OC
 : -9, 4, 0.4, 99, -9, 0, 21, -16, -2, 9, -3
- CS(=O)(=O)Nc1ccccc1C(=O)Nc1ccccc1C(=O)N1CCCC1
 : 15, 9, -1.0, 102, -15, 9, -11, 0, 1, 15, 9
- CC(=O)c1cn(CCC(C)C)c(=O)[nH]c1=O
 : -6, 13, 1.0, 103, -43, -9, -20, 5, -3, 43, -1
- CC(C)(C)c1ccc(/C=C/C(=O)Nc2ccncc2)cc1
 : 35, 0, -2.0, 86, -5, -13, 39, -7, -1, 5, 2
- CCc1nnc(NS(=O)(=O)c2ccc(N3C(=O)c4ccc(C(=O)O)cc4C3=O)cc2)s1
 : -17, -3, 0.1, 84, -42, -6, 69, 3, 5, 42, -3
- CC1(C)C(=O)NCCN1C(=O)CCC(=O)O
 : 6, 22, 0.0, 97, -10, -8, -18, 1, 1, 10, -11
- COc1ccc(CCC(C)NCc2cc(OC)cc(OC)c2)cc1 (stereo not drawn)
 : x, -3, -0.8, 122, -27, -5, -17, -18, 1, 27, -2
- CN(CC(=O)Nc1cccc(S(=O)(=O)N(C)C)c1)Cc1ccccc1
 : 11, -3, -0.8, x, x, -2, 121, -11, -9, x, 12
- O=C(COc1ccccc1[N+](=O)[O-])Nc1ccccc1N1CCCCC1
 : -18, 26, -2.1, 108, 54, -4, -10, -3, -1, x, -8
- Cc1ncc(CN2CCCC(C(=O)Nc3ccc(-c4ccco4)cc3)C2)cn1 (stereo not drawn)
 : 5, 23, -0.6, x, -21, 0, 272, -3, 9, 21, 0
- O=C(O)COc1ccc(/C=N/NC(=O)COc2nsnc2N2CCOCC2)cc1
 : 3, 4, 0.2, 103, -48, 10, -4, 5, 0, 48, -2
- CCOc1nc(NC(=O)NS(=O)(=O)Oc2cccc(Cl)c2)nc(-c2ccccc2)n1
 : 4, 30, 0.3, x, 26, -7, x, 5, 0, -26, 0
- Cc1csc(SCC(=O)Nc2ccc3c(c2)OCCO3)n1
 : 44, 6, -2.3, 114, -34, 10, -5, 1, 62*, 34, -7
- Cn1nc(Oc2nc(N3CCOCC3)nc(N3CCOCC3)n2)ccc1=O
 : 7, 4, -0.5, 101, -18, 9, -8, 1, 4, 18, -7
- COc1ccc(N=C(C)C2=C(O)CSC2=O)cc1
 : -6, 10, 5.6, 92, 7, -7, 2, -2, 0, -7, -5
- CS(=O)(=O)N(Cc1ccco1)CC(O)Cn1cc(C=O)c2ccccc21 (stereo not drawn)
 : -4, -6, 1.3, 98, -12, -13, i, 6, 0, 12, -11
- CC1(c2ccccc2)CC(C)(C)N(C(=O)CSc2nnc(N)s2)c2ccccc21 (stereo not drawn)
 : 0, -8, -0.9, 98, -22, -7, -14, -10, 3, 22, -12
- O=C(O)C=C1C2CC3CC(C2)CC1C3
 : -6, 4, -1.3, 103, -6, 5, 183, 3, 50*, 6, -2
- Cc1ccc(CNC(=O)C(C)C2Sc3ccccc3NC2=O)cc1 (stereo not drawn)
 : -6, -9, 0.1, 89, 1, -2, -5, 0, -1, -1, -13
- CC1(C)CC(=O)C(N=Nc2cc(Cl)c(Cl)c(Cl)c2)=C(O)C1
 : -2, -8, -0.6, 104, -15, 10, -19, -7, 1, 15, -7
- CCCc1cc(=O)n2[nH]c(C)c(-c3ccccc3)c2n1
 : -3, 6, 0.4, 101, -9, -3, 5, -4, 2, 9, 6
- CN1CCC(N2CCCC(C(=O)O)C2)CC1 (stereo not drawn)
 : -1, 9, -1.4, 98, -21, 4, 2, 1, x, 21, 1
